Assay outcomes: PubChem, several laboratories
CRFR2-BP antag – CRF-BP/CRF-R2 complex antagonism; HEK293 CRF-R2/CRF-BP, CRF-induced calcium fluorescence; inhibition, % at 11.8 µM; 0.59% of 350,000 active; AID 588475;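 active means inhibition of the ligand-induced calcium signal above about 50% at the single tested concentration, limit read from the data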
p-CIP stab down – lowers stability of the mouse p/CIP coactivator protein. Q05BA5. F442A p/CIP-EGFP cells, EGFP fluorescence, 16 h. decrease of EGFP signal, % at 10 µM. 0.01% of 290,000 active. AID 1984;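 active means EGFP signal decrease of at least 30% at 10 µM or well 3 SD below plate mean, unless failing retest; inactive means the rest, including hits failing retest or dose response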; further: some compounds called inactive have numbers as strong as hits; many of its hits are not listed in these tables
CRFR2-BP ag – agonists of human CRF-binding protein/CRF-R2 receptor complex | HEK293 CRF-R2/CRF-BP, calcium dye fluorescence (FLIPR); percent of saturating CRF peptide response | activation, % at 13.2 µM | 0.46% of 350,000 active;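 active means activation of at least 50%, plus an integration ratio under a set limit after plate pattern correction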;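 further: plate controls were neutral control wells without compound for no effect and CRF at EC100 for full effect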
CHRM4 PAM – CHRM4 positive allosteric modulation; P08173; CHO-K1 hM4/Gqi5, Fluo-8 calcium fluorescence, ACh EC20; 0% = ACh EC20, 100% = maximal ACh; activation, % at 3 µM; 0.4% of 360,000 active; AID 624126;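 active means activation above its plate's cutoff, the mean activation of sample wells plus 3 SD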; further: some results filed as inactive read as strong as hits
Target sequence (P08173 whole entry, looked up): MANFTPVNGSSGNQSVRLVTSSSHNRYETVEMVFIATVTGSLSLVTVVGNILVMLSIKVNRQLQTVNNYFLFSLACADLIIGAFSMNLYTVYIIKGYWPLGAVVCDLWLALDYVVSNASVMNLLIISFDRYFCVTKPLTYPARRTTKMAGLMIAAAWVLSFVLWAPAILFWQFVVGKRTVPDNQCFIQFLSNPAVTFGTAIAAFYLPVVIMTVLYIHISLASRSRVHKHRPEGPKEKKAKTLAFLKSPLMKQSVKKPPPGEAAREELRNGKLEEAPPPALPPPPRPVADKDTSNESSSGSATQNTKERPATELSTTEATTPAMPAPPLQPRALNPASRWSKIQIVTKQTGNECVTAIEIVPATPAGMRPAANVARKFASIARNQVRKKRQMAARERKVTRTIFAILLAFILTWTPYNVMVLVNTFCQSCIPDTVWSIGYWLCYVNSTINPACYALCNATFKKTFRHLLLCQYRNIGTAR
MEKK3 PB1 HTS – MEKK3-MEK5 PB1 interaction, increase or decrease; bead-based flow cytometry, Alexa488-MEK5 binding to MEKK3; actives lie on both sides; 0 = blocked by unlabeled MEK5, 100 = vehicle; binding response (% of control), % at 10 µM; 1.4% of 290,000 active; AID 1529;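 active means binding response more than 3 SD above or below the average of its plate-row segment, actives on both sides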;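 further: Alexa488 bead fluorescence after subtracting the streptavidin-only scavenger bead signal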
GalR3 antag – human GalR3 antagonism; HEK293 GalR3-CNG cAMP membrane potential fluorescence; galR3 body fused to GalR1 C-terminus; inhibition, % at 3 µM; 0.44% of 360,000 active;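 active means inhibition above the screen-wide average plus 3 SD, cut at about 13% in these data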;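 further: forskolin and galanin both at EC90 stimulate the cells; cAMP rise reported by CNG channel membrane potential dye signal; 0% = forskolin plus galanin with DMSO and 100% = forskolin alone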
Target sequence (O60755 1-299 limits assumed): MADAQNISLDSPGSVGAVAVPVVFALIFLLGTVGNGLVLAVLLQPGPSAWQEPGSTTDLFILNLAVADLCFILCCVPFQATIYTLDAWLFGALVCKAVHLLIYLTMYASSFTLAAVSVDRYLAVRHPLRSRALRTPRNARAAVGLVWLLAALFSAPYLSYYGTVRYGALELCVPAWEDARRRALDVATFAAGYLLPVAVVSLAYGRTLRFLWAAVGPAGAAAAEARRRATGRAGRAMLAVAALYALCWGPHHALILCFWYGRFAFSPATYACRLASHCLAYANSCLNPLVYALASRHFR
PHOSPHO1 block – inhibitors of human PHOSPHO1 phosphatase. Q8TCT1. recombinant PHOSPHO1, absorbance phosphatase assay. inhibition, % at 13.3 µM. 1.1% of 290,000 active; in the data active means inhibition above about 60%
Target sequence (Q8TCT1 whole entry, looked up): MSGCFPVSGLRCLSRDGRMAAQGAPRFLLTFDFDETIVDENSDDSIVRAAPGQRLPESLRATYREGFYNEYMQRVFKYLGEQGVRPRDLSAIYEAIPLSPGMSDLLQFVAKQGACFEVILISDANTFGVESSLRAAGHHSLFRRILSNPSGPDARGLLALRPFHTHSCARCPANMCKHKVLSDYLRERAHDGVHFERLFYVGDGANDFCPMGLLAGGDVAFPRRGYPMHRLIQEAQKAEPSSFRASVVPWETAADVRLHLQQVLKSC
IDE act – IDE (human) activation, cell-based; AID 493087; HEK cells, FAbeta-B cleavage, fluorescence polarization; 0% vehicle, 100% cell-free pure enzyme wells; 0.073% of 340,000 active; activation, % at 5.96 µM;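 active means activation above the mean of all tested compounds plus 3 SD, set per screening campaign, cut at about 17% in these data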
IDE cell inh – inhibits human insulin-degrading enzyme in HEK cells; FAbetaB cleavage, fluorescence polarization; 0.41% of 320,000 active; P14735; inhibition, % at 5.59 µM;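 active means percent inhibition above the average of all tested compounds plus 3 SD, set per screening campaign, cut at about 16% in these data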;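 further: IDE supplied by intact live HEK cells; FP after avidin binding of uncleaved biotin substrate so inhibition keeps polarization high; 0% = DMSO wells and 100% = 60 µM reference IDE inhibitor Ii1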
Active calls of the source: *; · = no result given.

Structure	CRFR2-BP antag	p-CIP stab down	CRFR2-BP ag	CHRM4 PAM	MEKK3 PB1 HTS	GalR3 antag	PHOSPHO1 block	IDE act	IDE cell inh
COC(=O)CCCNC(=O)OCc1ccc([N+](=O)[O-])cc1	12	-10	-1.4	13	106	-3	12	-6	5
O=S(=O)(NCCc1csc(-c2cccnc2)n1)c1ccc(Cl)s1	-37	-11	1.1	-9	98	·	-3	2	5
CCCn1c(N)cc(=O)n(C)c1=O	15	0	-1.4	-4	102	-4	8	-1	1
Cc1cc(C(=O)N2CCN(C(=O)c3ccco3)CC2)ccc1[N+](=O)[O-]	6	0	-1.1	0	52	-1	21	3	6
CCOC(=O)NC(=O)COC(=O)CCCc1nc2ccccc2s1	1	-5	0.0	0	113	-6	48	7	0
CN(C(=O)CSc1nnc(-c2ccc(OC(F)F)cc2)n1N)C1CCS(=O)(=O)C1 (stereo unspecified)	1	·	-1.5	7	·	-3	·	4	-5
CCOC(=O)c1ccc(-n2c(CN3CCN(CC)CC3)nc3ccc([N+](=O)[O-])cc3c2=O)cc1	-3	2	-1.0	0	100	-7	-36	-1	-1
COc1ccc(S(=O)(=O)N(C)C)cc1NC(=O)c1ccc2c(c1)OCCO2	6	·	2.3	0	·	1	·	-1	-1
CCN(CC)C(=O)Cn1cc(C(=O)C(=O)NCc2ccco2)c2ccccc21	13	4	-1.1	0	90	-1	-35	6	0
CNC(=S)N/N=C/c1c2ccccc2c(Cl)c2ccccc12	-29	-14	3.1	-4	96	-9	22	-4	-1
Cc1ccc(NC(=O)c2cc(S(=O)(=O)N3CCCCC3)ccc2N2CCOCC2)cc1S(=O)(=O)N(C)C	-4	·	2.0	-4	·	-4	·	2	·
O=C1[C@H](Cc2ccccc2)NCC=CC[C@@H](c2ccco2)N1Cc1ccccc1	-3	·	-0.5	1	·	-6	·	3	·
O=C(CCCCl)NC1=NN(c2ccccc2)C(=O)C1	6	-3	-1.7	20	116	5	2	-1	4
CCN1C(=O)N[C@@H](c2ccccc2)[C@@H](C(=O)OC)[C@H]1C	3	·	-2.0	6	102	-8	·	1	0
O=C(O)CN1CCN(Cc2ccc(F)cc2)C1=O	-8	-5	1.1	5	108	-7	29	5	-4
Cc1cccc(CC(=O)NCCS(=O)(=O)N2CCN(c3ccccc3)CC2)c1	11	·	-2.2	-1	·	-6	·	·	·
COC(=O)COc1cc(Cl)c(C=O)cc1OC	-11	-8	0.7	5	100	-4	43	5	3
O=Cc1cccn1-c1ccc2ccccc2c1	-3	-6	-2.5	4	100	-7	15	4	8
COCCN(CC(=O)Nc1ccccc1C)S(=O)(=O)c1ccc(S(=O)(=O)N2CCCC2)cc1	-2	-5	-2.6	2	·	8	-7	2	1
Cc1ccc(S(=O)(=O)N2CCN(CC(=O)N/N=C\c3cccnc3)CC2)cc1	7	-4	0.3	4	114	-5	2	-4	-1
COc1ccc(CNC(=O)C2CCN(C(=O)c3ccco3)CC2)cc1	-12	-22	3.5	6	104	-5	37	-2	-3
COc1cccc(C2CC(c3ccccc3)Nc3ncnn32)c1 (stereo unspecified)	-25	0	-1.4	3	103	-2	7	-1	-1
Cc1ccc2c(c1)C(=O)C(=O)N2CC(=O)OC(C)C	2	-7	-1.7	5	100	2	-3	-2	2
COc1cc(OC)c2c(-c3ccccc3)cc(=O)oc2c1C(CCN1CCOCC1)c1ccc(N(C)C)cc1 (stereo unspecified)	6	·	0.3	6	·	-5	·	2	·
O=C1S/C(=C\C=C\c2ccco2)C(=O)N1c1ccc(O)cc1	8	10	3.3	6	96	-3	3	1	0

Further records follow:
The line under a structure holds: CRFR2-BP antag | p-CIP stab down | CRFR2-BP ag | CHRM4 PAM | MEKK3 PB1 HTS | GalR3 antag | PHOSPHO1 block | IDE act | IDE cell inh
OC(CNCCc1ccc(Cl)cc1)COc1ccc2ccccc2c1 (stereo unspecified)
 : -13 | 1 | 8.6 | 4 | · | -7 | 20 | 7 | ·
O=[N+]([O-])c1cc(C(F)(F)F)ccc1NCCNC(=S)Nc1ccc(Cl)cc1
 : -10 | -1 | 2.9 | 0 | 107 | -4 | 15 | 6 | -1
COc1ccc(OC)c(/C(C)=N/Nc2ccc(C(=O)O)cc2)c1
 : 8 | -10 | -1.5 | 11 | 104 | -5 | -58 | 2 | 1
CSC1=NCCN1C(=O)COc1ccc2ccccc2c1
 : 34 | -7 | -0.5 | 4 | 107 | 1 | 3 | -2 | 4
CC(C)(C)c1ccc(C2(C)NC(=O)N(CC(=O)Nc3ccc4c(c3)OCO4)C2=O)cc1 (stereo unspecified)
 : -14 | 2 | 0.2 | -5 | 92 | -3 | -13 | 4 | -5
O=C(N=C1SC2CS(=O)(=O)CC2N1c1cccc(Cl)c1Cl)C1CCCO1 (stereo unspecified)
 : -18 | -3 | 0.3 | 0 | 101 | -6 | 28 | -1 | -3
Cc1c(NC(=O)c2cc(-c3ccccc3)on2)c(=O)n(-c2ccccc2)n1C
 : -13 | 0 | -0.5 | 14 | 103 | -1 | -14 | 2 | 1
O=C(CC1(O)C(=O)N(CCc2ccccc2)c2ccccc21)c1ccccn1 (stereo unspecified)
 : 6 | 2 | -1.5 | -8 | 103 | -2 | -10 | -5 | 9
Cc1cccc(C(=O)Nc2nnc(Cc3c[nH]c4ccccc34)s2)c1
 : -23 | 2 | -1.0 | 2 | 98 | -13 | 23 | 1 | 6
O=[N+]([O-])c1ccc(Nc2nccc(Cl)n2)cc1
 : 13 | · | -0.3 | 2 | · | -12 | · | · | 5
CCCn1c(C(C)Nc2nc(-c3ccc(C)cc3)cs2)nc2cc(Cl)c(Cl)cc21 (stereo unspecified)
 : 8 | -3 | -0.9 | -3 | 104 | 2 | -19 | 5 | -2
Cc1ccc(C)c(-c2cc(C(=O)Nc3sc(C)c(C)c3C(N)=O)c3ccccc3n2)c1
 : -22 | -9 | 0.5 | -3 | 106 | -2 | 14 | -1 | -4
Cc1ccc(NC(=O)CSc2nc3ccccc3c(=O)n2Cc2cccs2)cc1
 : 0 | -11 | 4.9 | -6 | 96 | 3 | -15 | 2 | 3
c1ccc(COc2ccc(Nc3ncnc4nc[nH]c34)cc2)cc1
 : -13 | -9 | -1.3 | -3 | 103 | 4 | 10 | 2 | 3
COc1ccc(CCNC(=O)CSc2nc(C)nc3sccc23)cc1OC
 : 2 | 5 | -1.0 | 3 | 97 | 4 | 34 | 2 | 5
Cc1ccc(S(=O)(=O)NC2CCCCCCC2)cc1
 : -6 | -5 | -1.2 | -4 | 105 | -9 | 14 | 6 | -2
O=C(NCCCN1CCOCC1)c1ccc(/C=C2\Oc3ccccc3N(Cc3ccccc3F)C2=O)cc1
 : -14 | -1 | -1.8 | -3 | 105 | -8 | 34 | 9 | 4
COc1ccc(C(=O)c2sc(Nc3ccccc3)nc2C)cc1
 : -45 | 4 | 8.3 | -2 | 111 | -9 | 16 | -2 | -8
CCCNS(=O)(=O)c1ccc(NC(=O)c2ccccn2)cc1
 : 12 | -3 | 0.5 | 14 | 120 | 6 | 46 | -4 | -4
CN1C(=O)CC(N2CCC(c3nc4ccccc4s3)CC2)C1=O (stereo unspecified)
 : 19 | -10 | -2.1 | -3 | 102 | -6 | -8 | 0 | 5
CCCCCC1CCC(C(=O)NNC(=S)NCC)CC1 (stereo unspecified)
 : 1 | -5 | -0.3 | 3 | 91 | -5 | -122 | -2 | 11
Cc1cccc(NC(=O)c2ccc(S(=O)(=O)N(C)C)cc2)c1
 : -30 | -10 | -1.1 | 0 | 105 | 1 | 22 | 1 | 2
COc1cccc(CN2CCCN(S(=O)(=O)c3ccc(Br)cc3)CC2)c1
 : -38 | 8 | 9.7 | -16 | 113 | · | 6 | 12 | 0
COc1ccc(C2=NO[C@@H]3[C@@H]4C[C@@H]([C@H]5C(=O)N(C)C(=O)[C@@H]45)[C@H]23)c(OC)c1
 : 13 | 1 | -1.1 | -5 | 96 | -6 | 17 | · | 0
COc1ccc(S(=O)(=O)N2CCN(c3nn(C)c(=O)n(C)c3=O)CC2)cc1
 : 2 | · | -0.7 | 2 | · | -6 | · | 1 | 9
Cc1ccc(CNc2nc(C)nc3sc4c(c23)CCC4)cc1
 : 2 | 1 | -0.7 | -1 | 85 | -8 | 4 | 4 | -3
CN1CCN(C(=O)c2ccc3c(c2)S(=O)(=O)c2ccccc2C3=O)CC1
 : 5 | 2 | 3.5 | 4 | 79 | 2 | 36 | 2 | 2
C=CCN1C(=O)/C(=C/c2ccc(OCC(=O)O)cc2)S/C1=N/c1nccs1
 : 33 | -9 | -1.9 | 1 | 113 | -6 | -2 | -1 | 2
Cn1cccc1C(=O)Nc1nccs1
 : -22 | 9 | 1.3 | -1 | 98 | -7 | 7 | 5 | 4
CC1CC(C)(C)CC2(C1)NC(=O)N(CC(=O)N(C)Cc1nc3ccccc3c(=O)[nH]1)C2=O (stereo unspecified)
 : -4 | · | 0.2 | 6 | · | -4 | · | 6 | -3
CS(=O)(=O)c1cc([N+](=O)[O-])c(Sc2nc3ccccc3[nH]2)c([N+](=O)[O-])c1
 : 45 | -13 | -0.3 | -1 | 97 | -5 | 49 | -23 | -1
c1ccc(-n2nnc3ccccc32)cc1
 : -6 | 0 | -0.5 | -15 | 97 | -3 | 31 | 1 | 5
O=C(NCCc1ccccc1)C1CCC(=O)N1CCc1ccccc1 (stereo unspecified)
 : 5 | -4 | -0.6 | -1 | 98 | -12 | 38 | 1 | 3
O=C(CSc1ccc(Cl)cc1)N1CCN(c2ncc(C(F)(F)F)cc2Cl)CC1
 : -32 | 4 | 12 | 1 | 103 | -8 | 11 | -1 | -5
O=C(CSc1nnc(-c2cccnc2)o1)Nc1nccs1
 : 1 | · | -1.2 | 2 | · | -2 | · | 4 | 2
O=C(CSc1nc(-c2ccccc2)c(-c2ccccc2)[nH]1)Nc1nccs1
 : -24 | 0 | 0.2 | -19 | 110 | · | 32 | 9 | -7
COc1cccc(NC(=O)c2ccc3nc(C)sc3c2)c1
 : -6 | -4 | -2.7 | -6 | 105 | -8 | 29 | 1 | 0
N#CCCN(C(=O)CSc1nc2ccccc2c(=O)[nH]1)c1ccc(F)cc1
 : 4 | · | -2.9 | -4 | · | -4 | · | 0 | -5
COc1cc(NC(=O)c2cccc(C)c2)c(Cl)cc1[N+](=O)[O-]
 : -13 | 8 | -2.2 | 12 | 100 | -3 | 16 | 9 | 1

4 entries from above, with each value named.
smiles: c1ccc(-n2nnc3ccccc32)cc1
  CRFR2-BP antag: -6
  p-CIP stab down: 0
  CRFR2-BP ag: -0.5
  CHRM4 PAM: -15
  MEKK3 PB1 HTS: 97
  GalR3 antag: -3
  PHOSPHO1 block: 31
  IDE act: 1
  IDE cell inh: 5

smiles: O=C(NCCc1ccccc1)C1CCC(=O)N1CCc1ccccc1 (stereo unspecified)
  CRFR2-BP antag: 5
  p-CIP stab down: -4
  CRFR2-BP ag: -0.6
  CHRM4 PAM: -1
  MEKK3 PB1 HTS: 98
  GalR3 antag: -12
  PHOSPHO1 block: 38
  IDE act: 1
  IDE cell inh: 3

smiles: O=C(CSc1ccc(Cl)cc1)N1CCN(c2ncc(C(F)(F)F)cc2Cl)CC1
  CRFR2-BP antag: -32
  p-CIP stab down: 4
  CRFR2-BP ag: 12
  CHRM4 PAM: 1
  MEKK3 PB1 HTS: 103
  GalR3 antag: -8
  PHOSPHO1 block: 11
  IDE act: -1
  IDE cell inh: -5

smiles: O=C(CSc1nnc(-c2cccnc2)o1)Nc1nccs1
  CRFR2-BP antag: 1
  p-CIP stab down: ·
  CRFR2-BP ag: -1.2
  CHRM4 PAM: 2
  MEKK3 PB1 HTS: ·
  GalR3 antag: -2
  PHOSPHO1 block: ·
  IDE act: 4
  IDE cell inh: 2
